Source: PubChem BioAssay (Vanderbilt High Throughput Screening Facility)
AMPAR-TARP mod: modulates AMPAR-stargazin complexes; HEK293 GluA2+stargazin, membrane potential dye (FDSS), glutamate EC50; hits were called plate by plate, in both directions; calls only at 30 µM; hit rate 3.5% among 40,000; AID 1259245;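 active = any of four per-well response measures lying three or more SD from its plate-wide compound average, in either direction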
AMPAR-TARP mod agonism max-min: recorded beside AMPAR-TARP mod, whose call it bears; compound max-min signal; compound-alone response (agonism);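 unitless range of fluorescence divided by baseline over first 100 seconds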
AMPAR-TARP mod glutamate slope: recorded beside AMPAR-TARP mod, whose call it bears; glutamate slope, % of max; measured here: glutamate response slope, % max;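 scaled per plate between vehicle wells and maximal 1 mM glutamate control wells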
* = called active by the depositor; i = inactive; + = active, no number. A portion of the library. The share of hits here may be higher or lower than overall.

No.	Compound	AMPAR-TARP mod glutamate slope	AMPAR-TARP mod agonism max-min	AMPAR-TARP mod
1	O=S(=O)(NCC1CCN(S(=O)(=O)C2CC2)CC1)c1c(F)cccc1F	34	0.058	i
2	COC(=O)c1sccc1NC(=O)CN1CCCN(Cc2ccccc2Cl)S1(=O)=O	46	0.082	i
3	NC(=O)c1oc2ccccc2c1NC(=O)C(=O)NCc1ccccn1	47	0.089	i
4	CCOc1ccc(CC(=O)N2CCN(c3ccc(-c4ccccc4OC)nn3)CC2)cc1	19	0.032	i
5	O=c1c2cnn(-c3ccc(F)cc3)c2ncn1Cc1nc(-c2ccc(Br)cc2)no1	46	0.025	i
6	CCCc1cc(NCCCN2CCOCC2)n2ncc(-c3ccccc3)c2n1	55	0.14	i
7	Cc1ccc(S(=O)(=O)NCCC(=O)NNC(=O)Nc2ccc(Cl)cc2)cc1	58	0.13	i
8	COc1cccc(C(=O)Nc2ccc3c(c2)N(C(=O)C(C)C)CCC3)c1	51	0.068	i
9	COc1ccc(OC)c(C(=O)/C=C/c2ccccc2Cl)c1	55*	0.13*	+
10	Cc1ccc(S(=O)(=O)c2[nH]c(-c3ccccc3)nc2SCC(=O)O)cc1	31	0.059	i
11	CN(C)S(=O)(=O)c1ccc(C(=O)NCC2CCN(C(=O)c3cccn(C)c3=O)CC2)cc1	49	0.067	i
12	CCN(CC)CC(O)CN(c1ccc(OC)cc1)S(=O)(=O)c1ccc(C)cc1 (stereo not drawn)	53	0.072	i
13	O=C(NCC1(O)CCc2ccccc21)C(=O)Nc1ccc2c(c1)OCCO2 (stereo not drawn)	56	0.092	i
14	O=[N+]([O-])c1cccc(S(=O)(=O)NCC(c2cccs2)N2CCOCC2)c1 (stereo not drawn)	44*	0.13*	+
15	CC(=O)c1cc2cc(Cl)ccc2o1	47	0.081	i
16	CN(C)C(=O)Cc1ccc(NC(=O)c2ccc(C#N)cc2)cc1	35	0.062	i
17	O=C(Cc1ccc(NC(=O)C2(c3ccccc3)CCOCC2)cc1)NC1CC1	44	0.07	i
18	c1ccc2sc(C34CC5CC(CC(C5)C3)C4)nc2c1	48	0.096	i
19	Cc1nc2sccn2c(=O)c1NC(=O)Nc1ccc(Cl)c(Cl)c1	58	0.16	i
20	COc1ccc(Cl)c2sc(NC(=O)Nc3c(F)cccc3F)nc12	48	0.14	i

The last seven records of the part before come first, to join the parts:
No.	Compound	AMPAR-TARP mod glutamate slope	AMPAR-TARP mod agonism max-min	AMPAR-TARP mod
14	O=[N+]([O-])c1cccc(S(=O)(=O)NCC(c2cccs2)N2CCOCC2)c1 (stereo not drawn)	44*	0.13*	+
15	CC(=O)c1cc2cc(Cl)ccc2o1	47	0.081	i
16	CN(C)C(=O)Cc1ccc(NC(=O)c2ccc(C#N)cc2)cc1	35	0.062	i
17	O=C(Cc1ccc(NC(=O)C2(c3ccccc3)CCOCC2)cc1)NC1CC1	44	0.07	i
18	c1ccc2sc(C34CC5CC(CC(C5)C3)C4)nc2c1	48	0.096	i
19	Cc1nc2sccn2c(=O)c1NC(=O)Nc1ccc(Cl)c(Cl)c1	58	0.16	i
20	COc1ccc(Cl)c2sc(NC(=O)Nc3c(F)cccc3F)nc12	48	0.14	i
21	O=C(NCCC1=CCCCC1)C(=O)NCC1CCN(S(=O)(=O)C2CC2)CC1	58	0.086	i
22	O=C(Nc1ccc2c(c1)N(C(=O)C1CC1)CC2)c1ccco1	69	0.19	i
23	Cc1cn(C)nc1C(=O)Nc1nc(-c2ccc(Cl)cc2)cs1	60	0.1	i
24	COc1ccc(CCN2C(=O)CCCC2=O)cc1OC	36	0.057	i
25	O=C(NCC(O)(c1ccccc1)C1CC1)c1cccc2ccccc12 (stereo not drawn)	50	0.051	i
26	CCOC(=O)Cn1c(=O)c2c(nc3n2CCCN3c2cccc(OC)c2)n(C)c1=O	62	0.11	i
27	O=C(CCc1csc(NC(=O)c2ccc[nH]c2=O)n1)NC1CCCCCC1	65	0.17	i
28	Cc1ccc(-n2nnc(C(=O)OCc3cccc(F)c3)c2C)cc1F	68	0.091	i
29	COc1cccc(-n2nnc3c(N4CCN(C(=O)C(=O)c5c[nH]c6ccccc56)CC4)ncnc32)c1	52	0.079	i
30	O=C(CCc1csc(NC(=O)c2ccco2)n1)NCc1ccccc1Cl	67	0.13	i
31	Cc1cccc(N/C=c2\c(C)c(C#N)c3nc4ccccc4n3c2=O)c1	44	0.041	i
32	C=CCN1CC(c2nc3ccccc3n2Cc2cccc(Cl)c2)CC1=O (stereo not drawn)	37*	0.13*	+
33	Cc1noc(C2CN(C(=O)CCc3c(C)noc3C)C2)n1	71	0.14	i
34	COc1ccc(S(=O)(=O)NCCOc2ccc(-c3ccc(F)cc3)nn2)c(OC)c1	58	0.033	i
35	COc1ccc(C(=O)N2CCN(c3ccc(Nc4cccnc4)nn3)CC2)cc1OC	42	0.3	i
36	CC(C)(C)C(=O)N1CCC2(CC1)NC(=O)N(CCOc1ccccc1)C2=O	25	0.033	i
37	COc1ccc(N(Cc2cc(F)cc(F)c2)S(=O)(=O)c2ccc3nncn3c2)cc1	64	0.11	i
38	NS(=O)(=O)c1ccc(CCN2CC(=O)N(c3ccccc3)C3CS(=O)(=O)CC32)cc1 (stereo not drawn)	68	0.08	i
39	O=C(Cc1ccccc1Br)NC1(c2nc(-c3ccsc3)no2)CCCCC1	52	0.063	i
40	COc1ccc(N2C(=O)CN(CCC3=CCCCC3)C3CS(=O)(=O)CC32)cc1Cl (stereo not drawn)	61	0.072	i

A draw from above in order of SMILES length, ascending.
No.	Compound	AMPAR-TARP mod glutamate slope	AMPAR-TARP mod agonism max-min	AMPAR-TARP mod
30	O=C(CCc1csc(NC(=O)c2ccco2)n1)NCc1ccccc1Cl	67	0.13	i
35	COc1ccc(C(=O)N2CCN(c3ccc(Nc4cccnc4)nn3)CC2)cc1OC	42	0.3	i
26	CCOC(=O)Cn1c(=O)c2c(nc3n2CCCN3c2cccc(OC)c2)n(C)c1=O	62	0.11	i

Part of the list above in a different format.
30	O=C(CCc1csc(NC(=O)c2ccco2)n1)NCc1ccccc1Cl
27	O=C(CCc1csc(NC(=O)c2ccc[nH]c2=O)n1)NC1CCCCCC1
23	Cc1cn(C)nc1C(=O)Nc1nc(-c2ccc(Cl)cc2)cs1
22	O=C(Nc1ccc2c(c1)N(C(=O)C1CC1)CC2)c1ccco1
compound no.,30,27,23,22
AMPAR-TARP mod glutamate slope,67,65,60,69
AMPAR-TARP mod agonism max-min,0.13,0.17,0.1,0.19
AMPAR-TARP mod,i,i,i,i

Carrying on:
No.	Compound	AMPAR-TARP mod glutamate slope	AMPAR-TARP mod agonism max-min	AMPAR-TARP mod
41	CC(NCC(O)Cn1cc(/C=N/O)c2ccccc21)C(=O)O (stereo not drawn)	55	0.13	i
42	Cc1ccnc(SCCn2c(N3CCOCC3)nc3c2c(=O)n(C)c(=O)n3C)n1	86*	0.25*	+
43	CN(CC#CCNC(=O)CSC1CCCC1)Cc1ccccc1	56	0.047	i
44	COc1ccc(C(=O)N2CCC3(CC2)CC(=O)c2ccccc2O3)cc1	58	0.071	i
45	CC(C)C(=O)N1CCCc2cc(NC(=O)Oc3ccccc3)ccc21	60	0.04	i
46	O=C(Nc1nnc(-c2ccc(Br)s2)o1)c1nc2ccccc2s1	53	0.12	i
47	COCC(C)NC(=O)C(=O)Nc1cccc(C(F)(F)F)c1 (stereo not drawn)	64	0.15	i
48	CC1CS(=O)(=O)N(c2cccc(C(=O)N3CCOCC3)c2)C1=O (stereo not drawn)	69	0.15	i
49	CC(C)N1CCC(CNS(=O)(=O)Cc2ccccc2)CC1	52	0.089	i
50	COc1cc(N2CCN(C(=O)c3cc(OC)c(OC)c(OC)c3)CC2)nc(OC)n1	52	0.12	i
51	CCOC(=O)c1c(SCC(=O)Nc2ccc(OC(F)(F)F)cc2)nc(=O)[nH]c1C	61	0.07	i
52	O=C(Cn1cnc(-c2ccccc2)cc1=O)N1CCN(Cc2ccccc2)CC1	43	0.074	i
53	O=C(NCCN1CCOCC1)C(=O)NCCN1CCN(c2ccc(F)cc2)CC1	62	0.085	i
54	COc1ccc(-c2noc(-c3c(SC)nn(CC(=O)Nc4ccc(F)cc4Cl)c3N)n2)cc1	63	0.16	i
55	Cc1ccc(C(=O)Nc2sc3c(c2-c2nc4ccccc4s2)CCN(C(C)C)C3)cc1	67	0.15	i

Limited to AMPAR-TARP mod glutamate slope, for 6 of the compounds above:
entry	SMILES	AMPAR-TARP mod glutamate slope
48	CC1CS(=O)(=O)N(c2cccc(C(=O)N3CCOCC3)c2)C1=O (stereo not drawn)	69
49	CC(C)N1CCC(CNS(=O)(=O)Cc2ccccc2)CC1	52
50	COc1cc(N2CCN(C(=O)c3cc(OC)c(OC)c(OC)c3)CC2)nc(OC)n1	52
51	CCOC(=O)c1c(SCC(=O)Nc2ccc(OC(F)(F)F)cc2)nc(=O)[nH]c1C	61
52	O=C(Cn1cnc(-c2ccccc2)cc1=O)N1CCN(Cc2ccccc2)CC1	43
53	O=C(NCCN1CCOCC1)C(=O)NCCN1CCN(c2ccc(F)cc2)CC1	62
